# L3MBTL1 block: blocks human L3MBTL1. Q9Y468. AlphaScreen L3MBTL1–H3K9me1 peptide binding. Potency, µM (series often up to 57.1 µM), inactives show at the top dose activity, negative = inhibition, actives largely listed as inhibitors. 230,000 compounds, 0.66% hits. AID 485360; active = well fitted inhibition curve with a large enough effect; inconclusive = small, poorly fitted or top-dose-only effect; inactive = no such curve, though single readings can be large or run the other way; note: nearly all actives have a fitted effect of over 60% in size
# Target sequence (Q9Y468 whole entry, looked up): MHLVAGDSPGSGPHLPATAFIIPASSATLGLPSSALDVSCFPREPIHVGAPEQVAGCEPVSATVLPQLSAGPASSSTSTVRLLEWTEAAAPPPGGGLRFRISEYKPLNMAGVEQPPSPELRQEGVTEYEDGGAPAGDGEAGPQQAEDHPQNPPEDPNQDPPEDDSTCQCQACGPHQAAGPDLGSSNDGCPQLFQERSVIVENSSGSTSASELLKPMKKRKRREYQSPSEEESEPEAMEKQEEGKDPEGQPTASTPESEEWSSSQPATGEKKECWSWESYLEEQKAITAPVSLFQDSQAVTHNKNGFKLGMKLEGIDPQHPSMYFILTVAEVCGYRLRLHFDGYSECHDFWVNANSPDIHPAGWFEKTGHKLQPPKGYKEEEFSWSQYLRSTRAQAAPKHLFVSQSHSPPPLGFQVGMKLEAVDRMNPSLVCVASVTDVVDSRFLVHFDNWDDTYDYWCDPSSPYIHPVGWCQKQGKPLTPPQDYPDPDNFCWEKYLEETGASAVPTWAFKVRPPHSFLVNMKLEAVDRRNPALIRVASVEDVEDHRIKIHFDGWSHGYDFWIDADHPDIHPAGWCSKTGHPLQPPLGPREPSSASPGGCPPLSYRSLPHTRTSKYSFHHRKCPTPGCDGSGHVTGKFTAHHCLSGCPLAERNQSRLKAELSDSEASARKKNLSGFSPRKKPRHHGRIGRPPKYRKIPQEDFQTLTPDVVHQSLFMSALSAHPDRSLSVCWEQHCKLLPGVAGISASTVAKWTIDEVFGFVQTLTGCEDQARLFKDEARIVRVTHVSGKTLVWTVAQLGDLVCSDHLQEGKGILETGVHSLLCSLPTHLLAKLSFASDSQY
#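 AlphaScreen assay: L3MBTL1 (50 nM final) was preincubated 30 min at room temperature with biotinylated H3(1-15)K9me1 peptide (75 nM final), then 30 min with library compounds; streptavidin donor and nickel chelate acceptor beads (10 ug/mL final) added, 30 min dark.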
# * hit, by the source's call; ? = inconclusive; [ ] = dose if it differs, or a comment. % is set by controls: 0 for no effect and ±100 for the full control effect; potency is the fitted concentration of half-maximal effect. These rows are one share of the data. The share of hits here may be higher or lower than overall.
L3MBTL1 block	canonical_smiles
12%	CCC(C)N(C(=O)CSc1nnc2ccccn12)C1CCS(=O)(=O)C1 (stereo unspecified)
1%	O=C(COC(=O)/C=C/c1ccc(Cl)cc1Cl)NCC1CCCO1 (stereo unspecified)
3%	CCC1(CC)NC(=O)N(CC(=O)N2CCc3ccccc32)C1=O
5%	COc1ccc(Cl)cc1NC(=O)COC(=O)c1ccc(Br)o1
-4%	C[C@@]12C(=O)Nc3cc(F)ccc3C(=O)N1[C@H]1c3cc(Br)ccc3OC[C@@H]1[C@@H]2c1ccccc1
12%	CCc1noc(C)c1C(=O)N(C)CC(=O)Nc1ccc(F)c(F)c1F
-3%	O=C(Nc1ccccc1)C(=O)Nc1ccc2c(c1)N(C(=O)C1CC1)CCC2
0%	Cc1ccc(Cl)c(OCC(=O)OC(C)C(=O)NC2CC2)c1 (stereo unspecified)
5%	CN(C(=O)CSc1nc2[nH]ncc2c(=O)[nH]1)c1ccccc1
-1%	CCN(CC)C(=O)[C@H]1CC(CC(=O)NCCCOC)C(=O)N2CCc3c([nH]c4ccccc34)[C@]12C (stereo partly specified)
-4%	O=C(Nc1ccccc1N1CCOCC1)c1ccc([N+](=O)[O-])s1
2%	CCOc1ccc(CCNC(=O)COC(=O)CNS(=O)(=O)c2ccc(C)cc2)cc1OCC
4%	C[C@@H]1[C@H]2CCCC[C@H]2CN(C(=O)OC(C)(C)C)[C@@H]1c1cn(Cc2ccccc2)c2ccc(F)cc12
-11%	COc1ccc(Cl)cc1S(=O)(=O)NC(C)C(=O)NCCCn1ccnc1 (stereo unspecified)
-3%	COc1ccc(CNC(=O)COC(=O)CNC(=O)c2sc3ccccc3c2Cl)cc1OC
6%	COc1ccc(C(=O)N2CCN(Cc3ccc(OC)c(OC)c3)CC2)cc1
3%	O=C(C[C@H]1C/C=C\C[C@H](Cc2ccc(F)cc2)C(=O)O[C@@H](c2ccccc2)CNC1=O)NCCO
-2%	O=S(=O)(NCc1ccco1)c1ccc(Cl)s1
-4%	Cc1cccc(N2CCN(C(=O)CSc3ccc4c(c3)OCCO4)CC2)c1C
-5%	CCN(CC(=O)Nc1cc(Cl)ccc1Cl)C(=O)c1ccc(-n2cccn2)cc1

# Continued; the last seven above are carried over.
L3MBTL1 block	canonical_smiles
-11%	COc1ccc(Cl)cc1S(=O)(=O)NC(C)C(=O)NCCCn1ccnc1 (stereo unspecified)
-3%	COc1ccc(CNC(=O)COC(=O)CNC(=O)c2sc3ccccc3c2Cl)cc1OC
6%	COc1ccc(C(=O)N2CCN(Cc3ccc(OC)c(OC)c3)CC2)cc1
3%	O=C(C[C@H]1C/C=C\C[C@H](Cc2ccc(F)cc2)C(=O)O[C@@H](c2ccccc2)CNC1=O)NCCO
-2%	O=S(=O)(NCc1ccco1)c1ccc(Cl)s1
-4%	Cc1cccc(N2CCN(C(=O)CSc3ccc4c(c3)OCCO4)CC2)c1C
-5%	CCN(CC(=O)Nc1cc(Cl)ccc1Cl)C(=O)c1ccc(-n2cccn2)cc1
14%	Cc1cccc(C(=O)OCC(=O)Nc2nnc(-c3ccccc3)o2)c1O
-6%	COc1cc(C(=O)NCC(=O)NCC(c2ccco2)N2CCCCC2)cc(OC)c1OC (stereo unspecified)
1%	COc1ccc(NS(=O)(=O)c2cc(NC(=O)CCNC(=O)c3ccco3)ccc2OC)cc1
-10%	Cc1ccc(NC(=O)COC(=O)Cc2c[nH]c3ccccc23)cc1C
-5%	N#Cc1ccccc1NC(=O)CSc1n[nH]c(=O)n1C1CC1
5%	CC(C)n1nnnc1SCC(=O)N(C)C1CCS(=O)(=O)C1 (stereo unspecified)
2%	O=C(Cn1nnc(-c2ccc(Cl)cc2)n1)NC1CCS(=O)(=O)C1 (stereo unspecified)
-13%	O=c1cc(CN2CCN(S(=O)(=O)c3cccc(Cl)c3)CC2)c2ccc(O)cc2o1
6%	O=C(COC(=O)Cc1ccccc1[N+](=O)[O-])Nc1nnc(-c2ccccc2)o1
5%	Cc1cc(C)c(C)c(S(=O)(=O)N2CCC(C(=O)NCCCN3CCCC3=O)CC2)c1C
33%[activator]	Cc1ccc(S(=O)(=O)N2CCCC2)cc1C(=O)NCC(C)(C)N1CCOCC1
?	CC(=O)Nc1ccc(Nc2cc(C)nc(Nc3ccc(NC(C)=O)cc3)n2)cc1
6%	Cc1cc(C)cc(NC(=O)COC(=O)c2ccc3c(c2)OCCO3)c1
8%	C[C@@H]1CCCCCCCCC(=O)OCCN1C(=O)OC(C)(C)C
-3%	CC(C)[C@H](NC(=O)c1ccccc1)C(=O)OCC(=O)Nc1ncc(Cl)cc1Cl
7%	Cc1nn(Cc2ccccc2)c(C)c1C(=O)N1CCN(S(=O)(=O)/C=C/c2ccccc2)CC1
?	Cc1ccc(S(=O)(=O)c2nc(-c3ccccc3Cl)oc2N2CCN(C)CC2)cc1
12%	CC[C@]12c3[nH]c4cc(CCC(=O)N(C)C)ccc4c3CCN1C(=O)[C@@H](CC(=O)NCCCn1ccnc1)C[C@@H]2C(=O)N1CCN(C(=O)C2CC2)CC1
-7%	COc1ccc(NS(=O)(=O)c2cc(NC(=O)c3cc(F)c(F)cc3Cl)ccc2N2CCOCC2)cc1
-2%	COc1ccc(-c2c(-c3ccsc3)oc(=O)c3cc(OC)c(OC)cc23)cn1
-6%	O=C(CCNS(=O)(=O)c1ccccc1C(F)(F)F)N1CCN(C(c2ccccc2)c2ccccc2)CC1
3%	COc1cc(C(C)=O)ccc1OC(C)C(=O)Nc1ccc(S(=O)(=O)N2CCCC2)cc1 (stereo unspecified)
-6%	O=C1ON=C(c2ccccc2)/C1=C/c1ccc(O)cc1
-7%	CCOc1cc(N2CCOCC2)c(OCC)cc1NC(=O)COC(=O)c1c(CC)noc1C
4%	CN(CC(=O)Nc1ccc(F)c(F)c1F)C(=O)CN1C(=O)NC2(CCCC2)C1=O
4%	Cc1csc(=O)n1CCC(=O)OCC(=O)c1ccc(Br)cc1
0%	Cc1c(Cl)cccc1NC(=O)COC(=O)c1ccc(CN2CCCC2=O)cc1
-6%	CCN(CC)C(=O)[C@H]1CC(CC(=O)NCc2ccc(OC)c(OC)c2)C(=O)N2CCc3c([nH]c4ccc(OC)cc34)[C@]12C (stereo partly specified)
4%	CC(=O)c1ccc(NC(=O)COC(=O)c2c[nH]c3ccccc23)cc1
-9%	O=C1CC(c2ccc3ccccc3c2)NN1 (stereo unspecified)
1%	O=S(=O)(c1cccc(F)c1)N1CCN(c2nc(-c3cccnc3)nc3ccccc23)CC1
-4%	C=CCSc1nnc(NC(=O)CSCc2c(C)noc2C)s1
4%	O=C(COC(=O)COc1ccc(Cl)cc1)NCc1ccc2c(c1)OCO2
-2%	NC(=O)c1ccccc1NC(=O)c1ccc2c(c1)OCO2
3%	COc1ccc2oc(C(=O)OCC(=O)NCCc3ccccc3)c(C)c2c1
-20%	CCc1ccc(OCCNc2cc(N3CCNC(C)C3)ccc2[N+](=O)[O-])cc1 (stereo unspecified)
0%	Cn1nc(C(=O)OCC(=O)c2ccc(Br)cc2)c2ccccc2c1=O
-4%	COc1ccc(CNCc2ccc(C(F)(F)F)cc2)cc1OC
-11%	COc1ccc(NS(=O)(=O)c2cccc(C(=O)NN=Cc3ccc(OC)cc3OC)c2)cc1
-2%	CC(=O)c1ccc(-c2ccc(C(=O)Nc3nc(C)c(C(C)=O)s3)o2)cc1

# Reprinted from the part before: two entries, then new ones.
L3MBTL1 block	canonical_smiles
-11%	COc1ccc(NS(=O)(=O)c2cccc(C(=O)NN=Cc3ccc(OC)cc3OC)c2)cc1
-2%	CC(=O)c1ccc(-c2ccc(C(=O)Nc3nc(C)c(C(C)=O)s3)o2)cc1
1%	CC(=O)c1sc(NC(=O)CCS(=O)(=O)c2ccc(Cl)cc2)nc1C
32µM*	COc1cccc(CNC(=O)CN2c3cccc4cccc(c34)S2(=O)=O)c1
-1%	O=C(NC(=S)NN1CCOCC1)c1cc(Br)ccc1Cl
10%	COCCC(=O)N1CCC(Oc2ccc(C(=O)NC3CCCCC3)cc2)CC1
8%	CCCCn1c(N)c(N(CC(C)C)C(=O)CC2OC(=O)c3ccccc32)c(=O)[nH]c1=O (stereo unspecified)
-9%	O=C(NNC(=O)c1ccccc1F)c1ccc(Cl)c(S(=O)(=O)N2CCOCC2)c1
-18%	CCN1CCN(c2ccc(NC(=O)c3ccc(OC)c(S(=O)(=O)N4CCCC4)c3)cc2)CC1
3%	O=C1CCC(C(=O)OCc2nnc(-c3ccccc3)o2)=NN1
1%	C[C@@H](C(=O)NNC(=O)c1ccc(Cl)cc1)N1C(=O)C2CC=CCC2C1=O (stereo partly specified)
-2%	Cc1ccc(S(=O)(=O)CCC(=O)N2CCN(c3ccccc3O)CC2)cc1
7%	CC(=O)Nc1ccc(NC(=O)COC(=O)[C@@H]2CCCN2C(=O)c2cccs2)cc1
-7%	COC(=O)C1=C(C(=O)OC)[C@]2([C@H]3CCCCN[C@@H](Cc4ccccc4)C(=O)N3Cc3ccccc3)C=C[C@H]1O2
-4%	CCOC(=O)C1CCCN(C(=O)COc2ccc(C(=O)c3ccccc3)cc2)C1 (stereo unspecified)
2%	Cc1c(C(=O)Nc2nnc(C3CC3)s2)oc2ccccc12
1%	C[C@@H]1CN([C@H](C)CO)C(=O)c2cc(NS(=O)(=O)c3cn(C)cn3)ccc2O[C@H]1CN(C)C(=O)Nc1ccccc1
7%	O=C(C[C@@H]1C/C=C\C[C@H](Cc2ccc(F)cc2)C(=O)OC[C@H]2CCCN2C1=O)N[C@H](CO)Cc1ccccc1
-2%	O=C1CCN(Cc2ccccc2)C=C1c1cccc(O)c1
-5%	O=C(c1ccc(Cl)cc1)C(CN1CCCC1)c1ccccc1 (stereo unspecified)
13%	COc1ccc(-c2nc(SCC(=O)Nc3cccc(S(N)(=O)=O)c3)n[nH]2)cc1
-2%	CCCN(C(=O)c1cc(Cl)nc2ccccc12)c1c(N)n(Cc2ccccc2)c(=O)[nH]c1=O
3%	CCCCCCC(CC(=O)NCc1cccnc1)CC(=O)NCc1cccnc1
3%	N#Cc1cccc(S(=O)(=O)NCc2nnc3ccccn23)c1
-10%	CCCN(CC(=O)Nc1ccccc1OC)C(=O)c1ccccn1
-5%	CCOc1ccc(CCNC(=O)COC(=O)COc2ccc(C(C)=O)cc2)cc1OCC
0%	O=C(COC(=O)/C=C/c1ccc(C(F)(F)F)cc1)NCC1CCCCC1
-2%	CCN(Cc1nc2cc(Cl)ccc2c(=O)[nH]1)C(=O)c1ccc(C)c(NC(=O)c2ccco2)c1
3%	O=C(COC(=O)CNC(=O)c1ccccc1Cl)NC1CC1
-2%	O=C(c1cccc(Br)c1)c1coc2ccc(O)cc12
6%	CCOC(=O)[C@H](CCc1ccccc1)N[C@@H](C)C(=O)N1CCC[C@@H]1C(=O)O
0%	C[C@H](CO)N1C[C@H](C)[C@@H](CN(C)Cc2ccc(Cl)c(Cl)c2)Oc2c(NC(=O)c3ccncc3)cccc2C1=O
-4%	CC1CCN(C(=O)CSc2nnc3ccc(-c4cccnc4)nn23)CC1
-10%	Cc1ccc(C(=O)OCC(=O)NCc2ccco2)cc1S(=O)(=O)N1CCOCC1
-4%	CCn1cnc2scc(-c3ccc(OC)cc3)c2c1=O
7%	COc1ccc(C2=NOC(Cn3nc(-c4ccccc4)cc3C(=O)NCc3cccs3)C2)cc1 (stereo unspecified)
2%	CC(=O)c1ccc(-c2ccc(C(=O)NCC3CCCO3)o2)cc1 (stereo unspecified)
6%	CCc1cccc(C)c1NC(=O)COC(=O)CNC(=O)c1cccs1
0%	CCOC(=O)N1CCN(C(=O)C(NC(=O)c2ccc(C(C)(C)C)cc2)C(C)C)CC1 (stereo unspecified)
-5%	COc1cccc(CNC(=O)CC(NC(=O)c2ccccc2)c2ccccc2)c1 (stereo unspecified)
7%	COc1ccccc1NC(=O)COC(=O)c1c(C)nn(-c2ccccc2)c1C
4%	CC1CC1C(=O)N(CCC1=CCCCC1)c1c(N)n(Cc2ccccc2)c(=O)[nH]c1=O (stereo unspecified)

# Some of the entries above in another layout:
SMILES,L3MBTL1 block
CCOc1ccc(CCNC(=O)COC(=O)COc2ccc(C(C)=O)cc2)cc1OCC,-5%
O=C(COC(=O)/C=C/c1ccc(C(F)(F)F)cc1)NCC1CCCCC1,0%

# The list continues:
L3MBTL1 block	canonical_smiles
-8%	CC(C)(C)OC(=O)NCCCCCc1cn([C@@H](CO)C(=O)NCCCCCCCCCCC(=O)N2CCN(C(=O)OC(C)(C)C)CC2)nn1
1%	CN(C1(C)CCS(=O)(=O)C1)S(=O)(=O)c1ccc2ccccc2c1 (stereo unspecified)
-3%	CCc1noc(C)c1C(=O)Nc1ccc(S(=O)(=O)N2CCCCC2)cc1
-8%	CCN1CCN(c2ccccc2NC(=O)c2ccc(-n3cccn3)cc2)CC1
0%	COC(=O)c1c(C)[nH]c(C(=O)OC(C)C(=O)N2CCOCC2)c1C (stereo unspecified)
11%	O=C(COC(=O)C12CC3CC(CC(O)(C3)C1)C2)Nc1ccc(Cl)c(S(=O)(=O)N2CCOCC2)c1
7%	O=C(NN=Cc1ccc(O)cc1)c1ccccc1NS(=O)(=O)c1cccs1
7%	O=C(CN1C(=O)NC2(CCCC2)C1=O)OCC(=O)c1cccc(Cl)c1
-4%	CC(=O)OC[C@]12CC[C@H]3[C@@](C)(CC[C@H]4C(C)(C)CCC[C@]34C)[C@@H]1C[C@@H](C1=CC(=O)O[C@@H]1OC(C)=O)O2
-12%	CCC(=O)c1c(CC)c2n3c1CC[C@H]3CCC2
-5%	Cc1csc(=O)n1CCC(=O)OCC(=O)NNC(=O)c1ccc(Cl)cc1
2%	Cc1ccccc1-n1c(C)nnc1SC(C)C(=O)NCC1CCCO1 (stereo unspecified)
